Screening data from PubChem.
S aureus QS inh = S. aureus quorum sensing inhibitors, primary screen, RNAIII-GFP reporter, flow cytometry. S. aureus RN6390 RNAIII-GFP reporter, AIP-induced, flow cytometry 3 h. inhibition, % at 2 µM. 24,000 tested, 0.3% active. AID 527, 2006;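 active = share of bacteria positive for the green fluorescent reporter and its mean brightness both inhibited by 50% or more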;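 also: 0% = AIP-stimulated control and 100% = unstimulated bacteria without AIP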
S aureus QS inh GFP MFI % = further read-out of S aureus QS inh, marked with its call; inhibition, %; measured here: inhibition of GFP MFI
* marks the source's active call; other numbers are inactive results. An excerpt; the hit share may differ from the screen's.

item | structure | S aureus QS inh | S aureus QS inh GFP MFI %
1 | COc1ccc(-c2nc(N3CCOCC3)nc3nn4c(C)c(CCC(=O)O)c(C)nc4c23)cc1 | -4 | -12
2 | CCCS(=O)(=O)N1CCC(C(=O)NCCN(CC)c2ccccc2)CC1 | 0 | -10
3 | Cc1ccc(C2CC(c3ccccc3C)n3nc(N)nc3N2)cc1 (configuration not stated) | -3 | -10
4 | CC(=O)Nc1ccc(S(=O)(=O)NC(CC(=O)O)c2ccc(OC(C)C)cc2)cc1 (configuration not stated) | 8 | -2
5 | O=C(Nc1nsc(-c2ccccc2)n1)c1ccncc1 | -1 | 0
6 | COc1ccc(S(=O)(=O)NCCC(=O)NC2CCCCCCC2)cc1 | 2 | 11
7 | CC(=O)O[C@]1(C(C)=O)CC[C@H]2[C@@H]3C=C(C)C4=CC(=O)CC[C@]4(C)[C@H]3CC[C@@]21C | 1 | 2
8 | O=C(CCc1nc2ccccc2[nH]1)NCc1ccc2c(c1)OCO2 | -2 | -4
9 | COc1ccccc1NC(=O)CSc1nnc(-c2ccncc2)n1CC1CCCO1 (configuration not stated) | -5 | -9
10 | Cc1ccc(NC(=O)CCn2c(=O)oc3ccccc32)c(C)c1 | 7 | 10
11 | O=C(O)c1cc(=O)cc(C(=O)O)[nH]1 | -3 | -8
12 | Cn1c(=O)cc(OCCCC(=O)NCc2ccccn2)c2ccccc21 | 0 | 8
13 | Cc1nc2sc(C(c3ccc(Cl)cc3)N3CCN(c4ccccc4F)CC3)c(O)n2n1 (configuration not stated) | 1 | 1
14 | COc1ccc(C2c3c(oc4ccccc4c3=O)C(=O)N2c2ccccn2)cc1 (configuration not stated) | 0 | 8
15 | O=C(c1ccc(NC2=NC3CS(=O)(=O)CC3S2)cc1)N1CCN(C(=O)c2ccco2)CC1 (configuration not stated) | 0 | 3
16 | CCOC(=O)N1CCC(NC(=O)CSCc2nc(-c3ccc(OC)c(OC)c3)oc2C)CC1 | -6 | -9
17 | O=C(Nc1ccc(F)cc1F)NC1CC(=O)N(Cc2ccccc2)C1 (configuration not stated) | -1 | 1
18 | CC1(C(=O)NC2CCCC2)CCC(=O)N1CCC1=CCCCC1 (configuration not stated) | -1 | -12
19 | COc1ccc(S(=O)(=O)N2CCC(C(=O)c3ccc4c(c3)OCCO4)CC2)cc1 | -1 | 9
20 | CCNC(=O)CC1C(=O)N(c2ccccc2)C(=O)N1Cc1ccc(OC)cc1 (configuration not stated) | 2 | 7
21 | O=C(CCCC(=O)N(CC(=O)NC1CCCCC1)Cc1ccc2c(c1)OCO2)Nc1ccccn1 | 13 | 38
22 | COc1ccc2[nH]c(C)c(C(=O)CN(C)C)c2c1 | 1 | 8
23 | CC(C)C(=O)Nc1cccc(NC(=O)c2cccnc2)c1 | 0 | 1
24 | O=C(COC(=O)c1ccc(NS(=O)(=O)c2ccc3c(c2)OCCO3)cc1)NCC1CCCO1 (configuration not stated) | 0 | -6
25 | COCON1C(=O)CN(C(C)=O)C1c1ccc(Cl)cc1Cl (configuration not stated) | -3 | -9
26 | COc1cccc(NC(=O)Cn2cc3c(n2)CCCCC3)c1 | 2 | 23
27 | CC(=O)Nc1ccc(N2CCN(C(C)=O)CC2)cc1 | -2 | -3
28 | O=C(O)c1cc2nc(-c3ccc(F)cc3)cc(C(F)(F)F)n2n1 | 0 | 0
29 | COc1cc(C2c3c(n[nH]c3C)C(=O)N2c2ccc(C)cc2)ccc1O (configuration not stated) | -1 | -1
30 | CCn1c(CSc2nc(C)cc(C)n2)nnc1SCC(=O)Nc1ccccc1 | 0 | -19
31 | COc1cc(OC)nc(NC(=O)NS(=O)(=O)c2ccc(OC(F)(F)F)cc2)n1 | 1 | -2
32 | O=C(NCC(c1cccnc1)N1CCOCC1)C1CCCCC1 (configuration not stated) | -1 | 4
33 | CC1Cc2ccccc2N1C(=O)CCNS(=O)(=O)c1ccc2c(c1)CCC(=O)N2 (configuration not stated) | -4 | -4
34 | CCOC(=O)Cc1nnc(NC(=O)c2ccccc2OCC)s1 | -1 | 1
35 | COc1ccc(Cl)cc1S(=O)(=O)n1cnc2ccccc21 | -5 | -7
36 | COc1ccc(CC(=O)NC(CC(=O)O)c2ccc(OC)cc2)cc1 (configuration not stated) | 1 | 18
37 | Cc1cc(NC(=O)CSc2nnc(COc3cccc(C)c3C)n2Cc2ccco2)no1 | -1 | 1
38 | O=C(CSc1nnc2scc(-c3ccccc3)n12)c1ccc2c(c1)OCCO2 | 0 | 5
39 | CCC(C(=O)NC(C)CCc1ccco1)n1nc(C)n2c(cc3occc32)c1=O (configuration not stated) | -3 | -2
40 | S=c1[nH]nc(C23CC4CC(CC(C4)C2)C3)n1Cc1ccco1 | -4 | -14
41 | CCOc1ccc(/C=c2\sc3nc(-c4ccco4)nn3c2=O)cc1OCC | 15 | 25
42 | CC1(C)CC(=O)C(/C=N/c2ncccc2C(=O)O)=C(O)C1 | -5 | 0
43 | CC#CCCCC(=O)Nc1cccc(C(=O)O)c1 | -2 | -11
44 | CCOC(=O)c1cc(CC)sc1NC(=O)CCC(=O)O | 3 | 6
45 | CCCCNC(=O)CN1C(=O)C(CC)Oc2ccc(Cl)cc21 (configuration not stated) | 3 | 22
46 | COC(=O)C1=C(C)N(Cc2ccco2)C(=O)C1 | 0 | 2
47 | COc1ccccc1S(=O)(=O)n1cc(Cc2ccccc2)c(N)n1 | 2 | 17
48 | CCOC(=O)N1CCC(NC(=O)c2ccc3c(c2)N(C)CCS3)CC1 | -2 | -8
49 | O=C1CC(N2CCN(c3ccccc3)CC2)C(=O)N1c1ccc2c(c1)OCCO2 (configuration not stated) | 3 | 3
50 | CCc1cc(=O)oc2cc(OC(C)=O)cc(OC(C)=O)c12 | 0 | 13
51 | [O-][n+]1onc2c1CCc1nnc(-c3ccccc3)cc1-2 | 0 | -1
52 | COc1cccc(/C=c2\sc3nc(-c4cccs4)nn3c2=O)c1OC | -9 | -9
53 | COC(=O)c1cc(S(=O)(=O)N2CCOCC2)c(N2CCOCC2)cc1N1CCOCC1 | -13 | -16
54 | Nc1c(C(=O)NCCN2CCOCC2)c2nc3ccccc3nc2n1-c1ccc2c(c1)OCO2 | 0 | 5
55 | CCCCOn1c(C)c(C(=O)OCC)c2c3no[n+]([O-])c3ccc21 | 1 | 15
56 | COc1cc(C2C(C(=O)Nc3ccc(F)cc3)=C(C)Nc3nc(CCCO)nn32)cc(OC)c1OC (configuration not stated) | 1 | 3
57 | CCCC(=O)Nc1nnc(Sc2ccc(N(C)C)cc2)s1 | 0 | -1
58 | O=C(C1CC1)N1CCN=C1SCc1ccccc1Cl | -1 | -2
59 | O=C(Nc1ccc2c(c1)OCO2)N1CCN(C/C=C/c2ccccc2)CC1 | -1 | -2
60 | O=C1NCCNC1(c1c[nH]c2ccccc12)C(F)(F)F (configuration not stated) | 3 | 9

Further compounds.
item | structure | S aureus QS inh | S aureus QS inh GFP MFI %
61 | COc1ccc(C2C(C(=O)c3sc(C)nc3C)=C(O)C(=O)N2CCN(C)C)cc1 (configuration not stated) | 0 | 8
62 | CCN(CC)CCCN1C(=O)C(=O)/C(=C(/O)c2ccc(C)cc2)C1c1ccccn1 (configuration not stated) | -2 | -2
63 | CC(Sc1sc(=S)sc1SC(C)C(=O)O)C(=O)O (configuration not stated) | -1 | 1
64 | CS(=O)(=O)N1CCCC(C(=O)NCc2ccccc2Cl)C1 (configuration not stated) | 4 | 10
65 | CCn1cc(S(=O)(=O)CC(=O)Nc2ccc(OC)cc2)c2ccccc21 | 0 | 1
66 | COC(=O)c1ccccc1NC(=O)c1ccc(COc2ccccc2)o1 | 0 | 5
67 | CC(C)(C)C(=O)Cn1c[n+](N)cn1 | 0 | 4
68 | Cn1c(C(=O)N2CCN(c3cccc(C(F)(F)F)c3)CC2)cc2sccc21 | -1 | -14
69 | COC(=O)c1ccc(CN(Cc2ccc(C(=O)OC)o2)C(C)(C)C)o1 | -1 | 10
70 | O=C(OC1CCc2ccccc2C1=O)c1ccccc1O (configuration not stated) | 0 | 19
71 | COc1ccc(NC(=O)C2CCN(S(=O)(=O)c3cccnc3)CC2)cc1Cl | -1 | -15
72 | CCc1ccc(NC(=O)CSc2nc3ccccc3c(=O)n2CCN2CCOCC2)cc1 | -2 | -4
73 | O=c1[nH]c2c(s1)C(c1ccco1)C1C3CCC(C3)C1S2 (configuration not stated) | 0 | 15
74 | CSc1nc(N)nc(SCCS(=O)(=O)c2ccc(Cl)cc2)c1C#N | 1 | 3
75 | O=C(NCCN1CCCC1)C1(S(=O)(=O)c2ccc(Cl)cc2)CC1 | -9 | -24
76 | CCC(=O)Nc1nonc1-c1nc2ccccc2n1N(C(=O)CC)C(=O)CC | -4 | 6
77 | O=C(NCc1ccncc1)c1cccc(Cn2cc(Br)cn2)c1 | 1 | 6
78 | CCOC(=O)c1sc2nc(CC(=O)OC)nc(NCc3ccco3)c2c1C | 25 | 35
79 | CCS(=O)(=O)N1CCC(C(=O)NCCc2ccc(C)cc2)CC1 | 4 | 21
80 | Cc1cc(C)nc(SCc2nnc(SCC(=O)Nc3ncc(C)s3)n2Cc2ccco2)n1 | -1 | -4
81 | COC(=O)c1nn(-c2ccc(-c3ccccc3)cc2)cc1O | 0 | 4
82 | O=C(Nc1ccc2c(c1)OCO2)C1CCCCN1S(=O)(=O)c1ccc(F)cc1 (configuration not stated) | 0 | 6
83 | O=C(NCc1ccco1)c1cccc(S(=O)(=O)N2CCCCC2)c1 | -4 | -19
84 | O=c1c2cc(Cl)ccc2[nH]c(=S)n1Cc1ccco1 | 7 | 14
85 | CCOc1cc2[nH]c(=O)n(CCCCCC(=O)NCc3ccc4c(c3)OCO4)c(=O)c2cc1OCC | 0 | 15
86 | COC(=O)CC1Oc2ccccc2N(Cc2ccccc2)C1=O (configuration not stated) | 9 | 19
87 | O=C(O)c1cc2cc(F)ccc2[nH]1 | 2 | 51
88 | COc1ccc(C2CC(c3ccc(Cl)cc3)n3nc(N)nc3N2)cc1 (configuration not stated) | -7 | -25
89 | COc1ccc(/C=C/C(O)=C2/C(=O)N(C)C3(C)CC2c2ccccc2O3)cc1 (configuration not stated) | 6 | 20
90 | C[N+]12CCC(CC1)C(OC(=O)C(O)(c1ccccc1)c1ccccc1)C2 (configuration not stated) | 1 | 8
91 | Cc1ccc(-c2noc(C3CCCN(C(=O)c4ccc(F)cc4F)C3)n2)cc1 (configuration not stated) | 1 | 5
92 | CCCCNC(=O)CC(NS(=O)(=O)c1ccc(C)cc1)c1ccco1 (configuration not stated) | -1 | -18
93 | CCn1c(NCc2ccc(N(C)C)cc2)nc2ccccc21 | 0 | 3
94 | COc1ccc(CN2C(=O)CN=C2Nc2ccc(C)cc2C)cc1 | 10 | 50
95 | Cc1cc(-c2ccco2)n(CC(=O)NCc2ccco2)n1 | -5 | -12
96 | CCC(=O)N1CCc2cc(S(=O)(=O)N3CCc4ccccc4C3)ccc21 | -1 | -15
97 | CN(c1ccc(F)cc1)S(=O)(=O)c1ccc2[nH]cc(C(=O)O)c(=O)c2c1 | 5 | 11
98 | COc1ccccc1N1CCN(CC(O)COc2cccc3ccccc23)CC1 (configuration not stated) | 5 | 12
99 | Nc1c(C2=NCCO2)nnn1Cc1ccccc1 | 0 | 23
100 | O=C(Nc1nsc(-c2ccccc2)n1)c1cccs1 | -2 | -8

Single records, as listed above. Screens in order: S aureus QS inh, S aureus QS inh GFP MFI %
CCn1c(NCc2ccc(N(C)C)cc2)nc2ccccc21 in the list: 0, 3
COc1ccccc1N1CCN(CC(O)COc2cccc3ccccc23)CC1 (configuration not stated) in the list: 5, 12
COc1ccc(/C=C/C(O)=C2/C(=O)N(C)C3(C)CC2c2ccccc2O3)cc1 (configuration not stated) in the list: 6, 20
COc1ccc(C2CC(c3ccc(Cl)cc3)n3nc(N)nc3N2)cc1 (configuration not stated) in the list: -7, -25
O=C(Nc1nsc(-c2ccccc2)n1)c1cccs1 in the list: -2, -8

The listing continues:
item | structure | S aureus QS inh | S aureus QS inh GFP MFI %
101 | COc1ccc(-c2cc(C(=O)N3CCCCC3)no2)cc1OC | -6 | -31
102 | CCOC(=O)c1[nH]c2c(c1C)C(=O)CC(c1ccc(OCC)c(OC)c1)C2 (configuration not stated) | -1 | 37
103 | NCCCCCNC(=O)/C=N\O | 1 | 42
104 | CC(=O)Oc1ccc(C(=O)Nc2nccs2)cc1 | 0 | 5
105 | COc1ccc(C2CC(c3cccc(C)c3)n3nc(N)nc3N2)cc1 (configuration not stated) | 2 | 16
106 | COc1cc(-c2nnc(SCC(=O)c3ccccc3)o2)cc(OC)c1OC | 0 | -15
107 | COCCN1Cc2cccc(C(=O)NC3CCCCCC3)c2C1=O | -4 | -18
108 | CCn1c(Cc2ccccc2)nnc1SCC(=O)Nc1cc(C)on1 | 0 | 0
109 | COc1ccc(N2C(=O)NC3CC2(C)Oc2ccc(Cl)cc23)cc1OC (configuration not stated) | -3 | -12
110 | CCOc1ccc(NC(=O)CSc2nc3cccnc3n2CC)cc1 | 0 | 9
111 | O=C(CCNS(=O)(=O)c1cccc2nonc12)NCc1cccs1 | -1 | -10
112 | C=CCn1c(Br)nc2c1c(=O)[nH]c(=O)n2C | 0 | 2
113 | Cc1cc(C)n(-c2ccc3cccc(NS(C)(=O)=O)c3n2)n1 | -1 | -57
114 | COc1ccc(S(=O)(=O)Cc2ccc(C(=O)N3CCN(c4ccccc4F)CC3)o2)cc1 | 1 | 17
115 | Nc1nnc(SCC(=O)N2CCN(c3ccccc3)CC2)n1-c1ccccc1 | -1 | -1
116 | COc1cccc(CNC(=O)C2CCCN(S(=O)(=O)c3c(C)n[nH]c3C)C2)c1 (configuration not stated) | -1 | 3
117 | CCc1nnc(NC=C2C(=O)OC(C)(C)OC2=O)s1 | 5 | 22
118 | Cc1ccc(C)c(N2CCN(C(=O)C3CCCN(S(=O)(=O)c4cnc[nH]4)C3)CC2)c1 (configuration not stated) | -5 | -31
119 | CCOC(=O)N1CCC(NC(=O)CCC(=O)N2CCOc3ccccc32)CC1 | -6 | -16
120 | Cn1c(C(=O)NC2CCCCCC2)cc2c(=O)n(C)c3ccccc3c21 | -6 | -10
121 | COc1ccc(CCNC(=O)CN(C)S(=O)(=O)c2cccs2)cc1OC | -1 | -6
122 | Cc1cnn(Cc2ccccc2)c1N | 1 | 5
123 | CCCSCCCNC(=O)Cn1cc2c(n1)CCCCC2 | -1 | -6
